# Screening data from PubChem.
# PriA SSB inh: K. pneumoniae PriA-SSBct interaction inhibition. AlphaScreen SSBct-PriA binding, biotinylated peptide. inhibition, % at 33 µM. 430,000 compounds, 0.6% hits; in the data active means inhibition mostly above about 37%, no sharp cut-off; inactive means mostly below about 20%;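 further: plate controls were negative control peptide for no effect and reference peptide for full effect; strong numbers were not always called active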
# An asterisk follows results filed as active; & = joins results of further samples.
# Start of the listing, in advance, seven compounds:
smiles,PriA SSB inh
CCCCn1c(CNC(=O)c2ccccc2F)nnc1SCC(=O)OC,-1
O=C(NCCCn1nc(-c2ccco2)ccc1=O)c1cc2ccccc2oc1=O,-14
O=C(Nc1ccccc1)N1CCC(Oc2ncccn2)CC1,-37
O=C(c1cccnc1)N1CCN(c2cc(N3CCCCC3)ncn2)CC1,-1
CC1(C)COc2ccc(NC(=O)c3cccc(Br)c3)cc2NC1=O,29
Cc1ccc(OCC(O)Cn2c(=S)[nH]c3c2c(=O)n(C)c(=O)n3C)cc1 (stereo not given),-11
Cc1ccc(C(=O)Nc2ccc(SCC(=O)NCc3cccs3)nn2)cc1,-6

# The listing, previewed entries included:
smiles,PriA SSB inh
CCCCn1c(CNC(=O)c2ccccc2F)nnc1SCC(=O)OC,-1
O=C(NCCCn1nc(-c2ccco2)ccc1=O)c1cc2ccccc2oc1=O,-14
O=C(Nc1ccccc1)N1CCC(Oc2ncccn2)CC1,-37
O=C(c1cccnc1)N1CCN(c2cc(N3CCCCC3)ncn2)CC1,-1
CC1(C)COc2ccc(NC(=O)c3cccc(Br)c3)cc2NC1=O,29
Cc1ccc(OCC(O)Cn2c(=S)[nH]c3c2c(=O)n(C)c(=O)n3C)cc1 (stereo not given),-11
Cc1ccc(C(=O)Nc2ccc(SCC(=O)NCc3cccs3)nn2)cc1,-6
COCCn1c(=NC(=O)c2ccccc2NS(=O)(=O)c2ccc(C)cc2)sc2c(C)cc(C)cc21,-11
CC(=NNC(=O)c1nn(C)cc1Cl)c1ccncc1,0
Cc1cc(C)cc(C(=O)NCCn2ncc3c(N4CCN(Cc5ccccc5)CC4)ncnc32)c1,-11
CC(C)S(=O)(=O)N1CCC(c2nnc(-c3ccco3)o2)CC1,-8
OCCCNc1ncnc2scc(-c3ccc(F)cc3)c12,0
Cn1cc(C(=O)NCc2cnn3c2CCCC3)nn1,-21
O=C(CSC1=NS(=O)(=O)c2cc(Cl)ccc2N1)Nc1ccc2c(c1)OCO2,1
COC(=O)c1ccc(NC(=S)NC(=NCS(=O)(=O)c2ccc(C)cc2)c2ccc(OC)cc2)cc1,1
COCCN(Cc1ccoc1)S(=O)(=O)c1ccc(C(=O)OC)cc1,2
COc1ccc(S(=O)(=O)C2CN(S(=O)(=O)c3ccccc3C(F)(F)F)C2)cc1,1
CC(=O)Nc1ccc2c(=O)cc(-c3ccc(C)cc3)oc2c1,8
CS(=O)(=O)c1ccc2nc(NC(=O)Cc3cn(Cc4ccc(F)cc4)c4ccccc34)sc2c1,-15
C[C@](O)(CNS(=O)(=O)Cc1ccc(F)cc1)c1ccc(-c2ccccc2)cc1,-14
COC(=O)c1ccc(Cn2nc(C3CC3)c3cnn(-c4cccc(Cl)c4)c3c2=O)cc1,-4
O=C(NCCn1ncc2c(=O)n(Cc3cccc(Cl)c3)cnc21)c1ccc(Br)o1,-5
CCCS(=O)(=O)NC1CCN(c2ccc(C(F)(F)F)cn2)C1 (stereo not given),-13
COc1cc(C=NNC(=O)C2COc3ccccc3O2)ccc1O (stereo not given),-12
COc1ccc(OCCC(=O)Nc2nc3cc(OC)ccc3s2)cc1,-7
CCOc1ccc(-c2cccc(NS(=O)(=O)c3cccc(Cl)c3)c2)nn1,4
Cc1cc(C2CCCCC2)ccc1O,-8&-4
O=C(Cn1cnc2c(cnn2CCO)c1=O)c1ccc(Cl)cc1,-16
O=C(Cc1cccc2ccccc12)NCC1(c2cccs2)CCOCC1,-1
O=C(Cc1cccs1)N1CCCC(Cc2nc(-c3ccccc3F)no2)C1 (stereo not given),-10
O=C(Cc1ccccc1)N1CCCC(c2nnc(Cc3ccc(F)cc3)o2)C1 (stereo not given),2
CSC1CC2CCC(C1)N2C(=O)COc1ccccc1F (stereo not given),-15
O=C(Nc1ccc(F)cc1)OC1CCCC(NS(=O)(=O)c2ccc(Cl)s2)C1 (stereo not given),-22
COc1ccc(CC(=O)Nc2c3c(nn2C)CCC3)cc1C,0
Cc1c(C=NNC(=O)c2ccc([N+](=O)[O-])cc2)cnn1C,11
COC(=O)Cn1c(=NC(=O)C2CCN(S(=O)(=O)c3cccs3)CC2)sc2cc(C(C)C)ccc21,-5
Cc1ccc(S(=O)(=O)N=C2C(Br)=C(Br)C(=O)C(C)(Br)C2Br)cc1 (stereo not given),-6
COc1ccccc1C(=O)Nc1ccc(Nc2ccc(-n3nc(C)cc3C)nn2)cc1,-5
O=C(Cc1cccs1)Nn1cnc2c(cnn2-c2cccc(Cl)c2)c1=O,-3&5
N#CC(=C(O)c1ccc(S(=O)(=O)N2CCOCC2)cc1)c1nc2ccccc2[nH]1,4
COCC(C)(O)CNC(=O)C(=O)Nc1ccc(C)c(F)c1 (stereo not given),-19
O=C(NCc1ccccc1Cl)c1cn(C[C@H](O)c2cccs2)nn1,-4
COc1ccc(/C=C/C(=O)Nc2nnc(Cc3ccc(F)cc3)o2)cc1OC,-7
CCCCCNC(=O)CCc1csc(NS(=O)(=O)c2ccc(F)cc2)n1,-7
CCOc1cc(C=NO)ccc1OCc1ccc(C)cc1,-16
CCc1ccc(S(=O)(=O)Nc2ccc(OC)c(N3CCCCC3=O)c2)s1,0
CCC(=O)N1CCN(C(=O)[C@@H](NC(=O)c2ccccc2C)S(=O)(=O)c2ccc(Cl)cc2)CC1,-11
COc1cc(C(=O)Nc2nonc2C)ncn1,5

# Next part; the last four above are carried over.
smiles,PriA SSB inh
CCOc1cc(C=NO)ccc1OCc1ccc(C)cc1,-16
CCc1ccc(S(=O)(=O)Nc2ccc(OC)c(N3CCCCC3=O)c2)s1,0
CCC(=O)N1CCN(C(=O)[C@@H](NC(=O)c2ccccc2C)S(=O)(=O)c2ccc(Cl)cc2)CC1,-11
COc1cc(C(=O)Nc2nonc2C)ncn1,5
Cc1ccc(-c2n[nH]c(=S)n2N=Cc2cccn2C)cc1,12
CCOC(=O)c1sc(NC(=O)c2ccc(OC)cc2OC)nc1-c1ccccc1,-5
CCOC(=O)c1ccc(-n2c(N)c(C(=O)NC3CCCCC3)sc2=S)cc1,8
COc1ccccc1C(=O)Nc1ccc2c(c1)CN(C(=O)C1CC1)CC2,1
COc1ccc(CC(=O)N(CCn2cccn2)c2nc3ccccc3s2)cc1,-2
COc1ccc(OC)c(S(=O)(=O)NCCN2CCN(c3ccccc3F)CC2)c1,-9
CCOC(=O)c1ccccc1N=NC(C(C)=O)=C(C)O,4
COc1ccc(Cc2nnc(C3CCN(C(=O)C4CCCC4)CC3)s2)cc1,-13&4
COC(CNC(=O)Cc1ccc(S(=O)(=O)C(C)C)cc1)c1ccccc1Cl (stereo not given),-3
Oc1c(C(Nc2cccc(Cl)c2)c2cccnc2)ccc2cccnc12 (stereo not given),10
CCCCC1CCC(C(=O)NCCCn2nc(-c3ccncc3)ccc2=O)CC1 (stereo not given),-3
CCOC(=O)CCC(=O)N1CCC(c2nnc(-c3ccccc3OC)s2)CC1,0&4
O=S(=O)(c1cccc(Cl)c1)N1CCN(c2ccc3nnc(-c4ccco4)n3n2)CC1,-2
CCC(=O)NCc1nc2ccccc2[nH]1,1
CCc1ccc2ncc3c(-c4ccc(F)cc4)nn(CC(=O)NCc4ccccc4)c3c2c1,-14
CCOc1cccc2sc(N(CC3CCCO3)C(=O)c3ccn(CC)n3)nc12 (stereo not given),-14
O=C(c1cccs1)N1CCc2ccc(NS(=O)(=O)c3ccc4c(c3)OCCO4)cc21,8
O=C(c1ccc2c(c1)OCO2)N1CCO[C@H](c2cc(Cl)cc(Cl)c2)C1,3
N#Cc1cc([N+](=O)[O-])ccc1NCCCN1CCOCC1,-9
CC(C)(C)c1ccc(S(=O)(=O)NCCC(=O)O)cc1,-2
CCCCOc1ccc(C(=O)NCCc2ccc(N(C)C)cc2)cc1,0
O=C(NN=Cc1cccnc1)c1sc2ccccc2c1Cl,-1
Cc1nc(-c2ccccc2)sc1C(=O)Nc1ccc(SCC(=O)N2CCCC2)nn1,-3
C[C@@H](C(=O)N1CCCC1)n1nc(-c2ccc(F)cc2)ccc1=O,-11
O=C1CCC(=O)N1c1ccc(S(=O)(=O)NCc2ccccn2)cc1,0
CCOc1ccc(-c2[nH]ncc2-c2nc(-c3cc(OC)c(OC)c(OC)c3)no2)cc1Cl,-3
COc1ccc(C)cc1S(=O)(=O)N1CCN(CCn2ccnc2)CC1,-3
CCOC(=O)c1c(NC(=O)C2CC2)sc2c1CC(C)(C)NC2(C)C,-2
COc1ccc(N2C[C@@H](NC(=O)Nc3cccc(C(C)=O)c3)CC2=O)cc1OC,-7
CN(C(=O)c1ccc([N+](=O)[O-])cc1)C1(C)CCS(=O)(=O)C1 (stereo not given),21
COc1ccc2oc(=Nc3cccc4ccccc34)c(-c3nc4ccccc4[nH]3)cc2c1,2
CCOC(=O)Cc1csc(NC(=O)c2ccc(OCc3nc(C4CC4)cs3)cc2)n1,-5
Cc1[nH]c(=O)c(C(=O)Nc2ccc(S(C)(=O)=O)cc2)c(O)c1C,-19
Cn1cnnc1SCc1ccc(C(=O)NN=C(CCC(=O)O)c2ccc(C(C)(C)C)cc2)cc1,-1
COc1ccc(-n2c(=O)c3ccccc3n(Cc3cccnc3)c2=O)cc1OC,-26
CN(C)CCCN(C(=O)c1cccc2ccccc12)c1nc2c(F)cc(F)cc2s1,21
CC(=NNC(=O)CNC(=O)c1ccccn1)c1cccc([N+](=O)[O-])c1,-6
COc1cc2nc(SCC(=O)NCc3ccccc3Cl)n3nc(C)nc3c2cc1OC,-10
Cc1ccc(-n2c(SCc3nc(-c4ccccc4Cl)no3)nc3ccsc3c2=O)cc1,-4
Cc1ccc(-c2csc(NC(=O)[C@H](C(C)C)N3C(=O)c4ccccc4C3=O)n2)cc1,-1
O=C(CC1CCCC1)N1CCc2cnc(N3CCOCC3)nc2C1,-8
N#Cc1cccnc1N1CCC(CNS(=O)(=O)c2ccccc2Br)CC1,-18
COc1ccccc1OCC(=O)Nc1ccc2c(c1)N(C(=O)c1ccco1)CC2,13
O=C(NN=Cc1cccn1-c1ccc(O)cc1)c1cccc2ccccc12,-2
COc1ccccc1-c1ccc(N2CCC(C(=O)N3CCN(c4ccccc4OC)CC3)CC2)nn1,-2&11
O=C(CCN1C(=O)c2ccccc2S1(=O)=O)N1CCc2ccccc21,6
NC(=S)NN=Cc1ccc2ccccc2c1,4
O=C(Cc1ccsc1)NC1CCN(Cc2noc(-c3ccccc3)n2)C1 (stereo not given),-15
CC1(C)COCN1S(=O)(=O)c1ccc(C(=O)Nc2nnc(-c3ccccc3Cl)o2)cc1,-9
O=C(O)c1cccc(NN=Cc2cccc3ccccc23)c1,3
O=C(Oc1ccc(N(C(=O)c2ccc([N+](=O)[O-])cc2)S(=O)(=O)c2ccc(Br)cc2)c2ccccc12)c1ccc([N+](=O)[O-])cc1,12
O=C(NN=Cc1ccc2c(c1)OCO2)c1ccc(Cn2cc(Br)c([N+](=O)[O-])n2)o1,-12
O=C(O)C[C@H](CC(=O)NCC1CCN(C(=O)Oc2ccccc2)CC1)c1cccs1,1
COc1ccc(OC)c(COCC(O)CNC(C)C)c1 (stereo not given),-19&-5
COc1ccc(C=NNC(=O)CNS(=O)(=O)c2ccccc2)cc1,15
O=C(NCC1CCN(C(=O)c2cccnc2)CC1)Nc1ccc2c(c1)OCO2,-7
O=C(Nc1ccc2c(c1)C(=O)Nc1ccccc1O2)c1cc(Br)cs1,-52
Cc1cc(S(=O)(=O)NCC2CCN(Cc3cccs3)CC2)ccc1F,0
O=C(Nc1nc(-c2ccccn2)cs1)c1ccc(N2C(=O)CCC2=O)cc1,55
O=c1[nH]c2ccc(Cl)cc2c(-c2ccccc2)c1CN1CCCCC1,-6

# Further results follow.
smiles,PriA SSB inh
CS(=O)(=O)C1CCN(S(=O)(=O)Cc2cccc(F)c2)CC1,-5
COc1ccc(C(C)=NNc2nc(-c3ccc(Cl)cc3)cc(C(F)(F)F)n2)cc1OC,-2
CN(C)CCN(C(=O)c1ccc(S(=O)(=O)N(C)CC2CCCO2)cc1)c1nc2ccc(Br)cc2s1 (stereo not given),22
Cc1noc(-c2cn(CCNC(=O)c3ccc4ccccc4n3)nn2)n1,-16
Cc1cccc(C(=O)NNC=CC(=O)c2ccccc2)c1,8
Cc1ccc(-c2ccc(=O)n(Cc3nc(-c4ccccc4Cl)no3)n2)cc1C,-12
CSc1ccc(/C=C(\C#N)c2nc3ccccc3c(=O)[nH]2)cc1,-13
COc1ccc(F)cc1S(=O)(=O)N1CCC(c2nnc(-c3ccco3)s2)CC1,-5
CCOC(=O)c1cn[nH]c1S(=O)(=O)NCc1cccc(OC)c1,-3
CCS(=O)(=O)C1CN(C(=O)c2ccc(OC)c(F)c2)C1,-10
COc1ccccc1OCC(=O)Nc1ccc(S(N)(=O)=O)cc1,-21
CCc1c(C)nc2c(-c3ccccc3)c(C)nn2c1NCCc1ccc(OC)c(OC)c1,-22
CCN1CCN(c2ncnc3scc(-c4ccc(F)cc4)c23)CC1,3
Cc1cc(C)n(-c2cc(N3CCCC(C(=O)Nc4c(C)n(C)n(-c5ccccc5)c4=O)C3)ncn2)n1 (stereo not given),-9
Cn1ncc(Br)c1C(=O)NN=Cc1cccc(OC2CSC2)c1,-5
COC(=O)c1ccc2c(c1)C(=O)/C(=C/c1ccc(SC)cc1)O2,-5
Cc1cc(C(=O)Nc2cccc(-c3nc4ccccc4o3)c2)n(C)n1,-14
O=C(Nc1ccccc1Cl)C1=C(O)c2ccccc2N(Cc2ccc(Cl)cc2)S1(=O)=O,-8
CN1CCN(C(=N)NC(=O)c2ccccc2)CC1,-14
O=C(NN=CC1=C(N2CCOCC2)/C(=C\c2ccccc2)CC1)Nc1ccccc1,-8

# A portion of the library (hit frequency here may not be typical).
